Screening results: PubChem BioAssay, several laboratories
CF NFkB inh – inhibitors of PAF-induced NF-kB signaling, primary screen, cell-based, GFP fluorescence, uHTS; inhibition, % at 5 µM; AID 588850, 2011; KKLEB NF-kB-GFP reporter, GFP fluorescence overnight; hit rate 0.86% among 360,000;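 active means at least 50% inhibition at 5 µM, scaled per plate between neutral and stimulator controls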;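 further: PAF is a Pseudomonas aeruginosa culture filtrate used as stimulus; plate controls were PAF-stimulated DMSO wells for no effect and unstimulated DMSO wells for full effect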
NR2E3 ag-1 – NR2E3 agonists in two-hybrid cells, primary screen, cell-based, luminescence, CHO-S, Gal4-NCOR/VP16-NR2E3; luciferase; inhibition of corepressor binding, % at 3.98 µM; hit rate 0.35% among 360,000; AID 602229, 2012;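 active means inhibition above the mean of all tested compounds plus 3 SD, cut at about 70% in these data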;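 further: 0% = DMSO with NR2E3 transfected cells and 100% = cells lacking NR2E3 construct; higher means lower luciferase signal from less NR2E3 corepressor binding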
Target sequence (Q9Y5X4 whole entry, looked up, the tested form may be a part): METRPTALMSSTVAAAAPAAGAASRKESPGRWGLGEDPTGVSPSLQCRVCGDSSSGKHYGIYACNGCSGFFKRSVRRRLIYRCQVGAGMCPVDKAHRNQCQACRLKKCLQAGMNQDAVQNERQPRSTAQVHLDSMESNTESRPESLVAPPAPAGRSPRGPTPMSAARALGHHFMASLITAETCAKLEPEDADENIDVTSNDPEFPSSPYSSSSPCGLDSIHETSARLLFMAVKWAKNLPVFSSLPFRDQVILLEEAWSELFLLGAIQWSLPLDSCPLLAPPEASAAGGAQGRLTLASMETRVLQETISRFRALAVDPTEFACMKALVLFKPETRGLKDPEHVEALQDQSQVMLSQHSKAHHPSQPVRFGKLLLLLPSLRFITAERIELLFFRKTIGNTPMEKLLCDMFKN
HIF-2a inh – HIF-2a reporter inhibitors, primary screen, luminescence, 786-0 RCC cells | hit rate 0.72% among 360,000 | inhibition, % at 18.8 µM | 786-0 RCC cells HIF-2a reporter, luciferase luminescence, overnight;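 active means inhibition of the luminescence signal of 40% or more relative to plate controls, in a single-dose primary screen at 18.75 µM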
Peg3 prom inh – Peg3 promoter-driven luciferase inhibitors, primary screen, cell-based, HeLa, luciferase luminescence; HeLa PEG-Prom luciferase reporter, overnight; inhibition, % at 20 µM; hit rate 1.7% among 360,000;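 active means inhibition of at least 50% at 20 µM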
Shn3 inh set2 – reduction of Shn3 3'UTR firefly luciferase signal, primary screen, Schnurri-3 inhibitor project, cell-based, Clone20 osteoblasts, set 2; Clone20 osteoblast Shn3 3'UTR firefly luciferase, 24 h; inhibition, % at 12.5 µM; hit rate 0.52% among 360,000;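 active means mean inhibition of at least 75% with every replicate also reaching 75%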;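 further: 0% = median of neutral control wells and 100% = pilot-screen positive control compound; some compounds past the cut are filed as inactive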
TROY NFkB inh – inhibitors of TROY-driven NF-kB signaling, primary screen, Q293 LMP1-TROYcd cells, NF-kB luciferase, uHTS | inhibition, % at 10 µM | Q293 LMP1-TROYcd NF-kB luciferase reporter, 4 h | hit rate 0.98% among 360,000;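 active means compounds whose plate-normalised and pattern-corrected inhibition of the luciferase reporter signal at the single screening dose is 50% or more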
C8 TRAIL sens – viability loss with TRAIL in NB7+C8 cells, primary screen, TRAIL sensitizer project, cell-based, ATPlite luminescence. inhibition (viability loss, TRAIL sensitization), % at 10 µM. hit rate 1% among 360,000;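 active means compounds causing at least 50% loss of cell viability in the single-dose screen, relative to plate controls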
KKLEB tox – cytotoxicity in KKLEB CF airway cells, primary screen, cytotoxicity control for CF NF-kB inhibitor project, cell-based, uHTS, fluorescence assay plates | KKLEB CF airway cells viability, ATPlite luminescence, overnight; active compounds read low; cells stimulated with P. aeruginosa culture filtrate | activity change (cytotoxicity), % at 5 µM | hit rate 0.36% among 360,000;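 active means corrected activity change at or below -50% at 5 µM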
NR2E3 ag-2 – inhibitors of NR2E3-RetCOR corepressor binding, primary screen, NR2E3 agonist project, biochemical, TR-FRET, GST-NR2E3, biotin-RetCOR | Photoreceptor-specific nuclear receptor (Homo sapiens), Q9Y5X4 | 1536-well | inhibition of corepressor binding, % at 4.78 µM | hit rate 0.12% among 320,000 | AID 2300, 2010;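 active means percent inhibition above the cutoff of mean plus 3 SD of all tested compounds, set per screening campaign, cut at about 20% in these data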;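 further: 0% = DMSO wells and 100% = biotin wells as full block of FRET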
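System: GST-tagged NR2E3 plus biotinylated RetCOR corepressor; Buffer or medium: pH 7.5 Tris-based buffer; Probe or stimulus: RetCOR corepressor, biotinylated, 7 nM; Doses: compound at 4.8 µM, single dose; Schedule: 5 h incubation at 4 °C; Technique: time-resolved FRET; Evaluation: percent inhibition of TR-FRET ratio; Replication: one well per compound, singlicate testing.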
TWEAK-Fn14 inh – inhibitors of TWEAK-Fn14 signaling, primary screen, luciferase reporter cells, uHTS; TWEAK-stimulated Fn14 reporter cells, luciferase luminescence, 8 h; inhibition, % at 10 µM; hit rate 2% among 360,000; in the data active means inhibition above about 50%
MITF TRPM1 inh – inhibitors of MITF-dependent TRPM1 promoter reporter, primary screen, cell-based, SK-MEL-5, single point, luciferase. SK-MEL-5 TRPM1 promoter luciferase, 24 h. inhibition, % at 12.5 µM. hit rate 0.83% among 330,000. AID 488899, 2010;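 active means mean inhibition across replicates of 60% or more, whatever share of single replicates reaches that level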; further: values of inactives mirror those of a sister screen read the other way
* marks the source's active call; other numbers are inactive results; · = no result given.

SMILES	CF NFkB inh	NR2E3 ag-1	HIF-2a inh	Peg3 prom inh	Shn3 inh set2	TROY NFkB inh	C8 TRAIL sens	KKLEB tox	NR2E3 ag-2	TWEAK-Fn14 inh	MITF TRPM1 inh
CCC12CC3CC(C1)CC(C(=O)O)(C3)C2	-4	-5	5	9	-9	14	-10	-3	1	-3	-9
CCOC(=O)N1CCN(Cc2nc3cc(NC(=O)CC)ccc3n2C)CC1	-9	-23	12	3	-15	14	-7	-6	2	17	-7
CC(=O)Nc1cccc(Oc2cc(C#N)c(C#N)cc2N2CCOCC2)c1	7	4	30	23	70	7	5	-10	-2	3	-1
Cn1c(SCc2ccccc2F)nnc1-c1cnccn1	-15	-92	-274	-215	-55	-55	-15	-6	0	-13	-53
COc1ccccc1NC(=O)N(C)C[C@H]1Oc2ncc(C#CCN(C)C)cc2C(=O)N([C@H](C)CO)C[C@H]1C	-34	-14	10	-18	-2	-9	7	21	·	-1	·
CCOc1cccc(C(=O)NC(=S)NCc2cccnc2)c1	4	-19	-3	13	-11	-1	-4	0	-2	7	8
CC(C)[C@H](NC(=O)[C@@H]1CSC2c3ccccc3C(=O)N21)C(=O)NC1CCCCC1 (some centres not stated)	5	9	9	13	14	-1	-7	2	1	8	9
O=C(CCC(=O)c1cccs1)NCc1cccnc1	6	-24	6	27	-4	-3	-1	-4	0	27	0
CCc1c(O)nc(SCC(=O)Nc2c(C)cccc2C)n(-c2ccc(F)cc2)c1=O	-3	-5	4	-1	6	14	0	-3	·	18	·
CN(CC(=O)NCc1ccc(F)cc1)S(=O)(=O)c1ccc2c(c1)n(C)c(=O)c(=O)n2C	-12	-5	6	-7	-4	0	-6	-10	-2	-24	-10
CCOC(=O)C1=C(COC(=O)Cc2ccc(Cl)cc2)NC(=O)NC1C (configuration not stated)	38	-9	10	-4	0	-7	6	5	3	2	-7
Cc1ccc(Nc2nnc(SCC(=O)Nc3ncc(C(F)(F)F)cc3Cl)s2)cc1	6	0	-10	-18	-12	-1	6	-5	-2	-5	-16
O=C(COC(=O)c1cccc(Oc2ccccc2)c1)NCc1ccco1	7	-2	9	6	7	15	-4	-9	4	16	1
C[C@]1(OC(=O)/C=C/c2ccccc2)C[C@@H](O)[C@]2(O)C=CO[C@@H](O[C@@H]3O[C@H](CO)[C@@H](O)[C@H](O)[C@H]3O)[C@@H]21	-6	2	15	2	-23	-3	1	-12	0	-4	3
Cc1sc2nc(CN3CCN(S(=O)(=O)c4cccc5nonc45)CC3)[nH]c(=O)c2c1C	2	-26	15	16	5	-1	0	6	2	-3	14
O=C(NCc1cccs1)c1ccc([N+](=O)[O-])cc1Cl	28	-27	-59	-43	-24	-7	13	-2	-1	-7	-1
CCN(CCNC(=O)C1CCCN(Cc2nc(-c3ccc(OC)cc3)oc2C)C1)c1ccccc1 (configuration not stated)	11	11	3	22	-27	5	19	-11	-2	6	7
Cc1nn(C)cc1S(=O)(=O)N1CCN(c2ccccc2)CC1	2	-25	4	18	-10	-18	21	0	-2	7	10
CCC1S/C(=N/N=C/c2ccco2)N(c2ccc(F)cc2)C1=O (configuration not stated)	9	-1	13	11	-10	-5	-10	-8	-2	-13	3
O=C(Cn1c(Cn2c(-c3cnccn3)nc3ccccc32)nc2ccccc21)c1ccc(OC(F)(F)F)cc1	·	-17	16	·	·	7	14	·	·	-6	·
Cc1cccc2c(N=Nc3ccc(S(=O)(=O)Nc4cccc(Cl)c4)cc3[N+](=O)[O-])c(O)[nH]c12	-2	-41	-15	-51	-11	-47	-5	20	2	-9	-5
N=c1c(C(=O)NCc2ccc(F)cc2)cc2c(=O)n3ccccc3nc2n1Cc1ccco1	13	-23	-114	-28	-22	59*	2	-15	-2	95*	12
Cc1cccc(OCC(=O)Nc2cccc(C(=O)NCC(C)C)c2)c1	-1	11	5	4	12	-7	24	0	3	13	12
Cc1cccc(C)c1NC(=O)Cn1nnnc1N	-4	-26	8	-5	3	6	-22	-1	0	2	3
Cc1ccc(Cl)cc1NC(=O)CON=C(N)c1ccccc1	2	4	-2	-35	-5	-8	-14	9	·	10	10
Cc1ccc(NC(=O)CSc2nnc(Cc3ccccc3)o2)cc1	5	-2	-42	-20	-11	-8	-6	-7	4	2	-9
NS(=O)(=O)c1ccc(NC(=O)c2ccc(OCC3CCCO3)cc2)cc1 (configuration not stated)	-14	-13	-9	10	5	4	0	7	·	-22	-14
Cc1ccn(CCC(=O)N2CCCC(CCC(=O)NCc3ccc(F)c(F)c3)C2)n1 (configuration not stated)	-13	-3	16	7	12	-3	-11	13	4	-16	-13
CN(C)Cc1ccccc1C(O)(c1ccccc1)c1ccccc1	3	-3	9	-12	9	-4	8	-11	1	-2	16
COc1ccc(C(=O)NNC(=O)Cn2nc(C)cc2C)cc1S(=O)(=O)N1CCOCC1	-12	-4	11	12	-6	3	-4	13	·	-5	·
CCN(CC)S(=O)(=O)c1ccc(C)c(NC(=O)CN2CCN(C)CC2)c1	6	-13	5	6	2	-8	-10	-2	2	9	-6
CN(C=O)c1cc([N+](=O)[O-])ccc1OCc1ccccc1	-16	-1	-10	-8	-1	-10	1	1	·	-11	8
Cc1ccc(/C=C/C(=O)c2ccc(C)cc2)cc1	-17	-31	-152	-196	-19	-79	1	2	1	-31	-49
COc1ccc(OCCSc2ncnc3nc[nH]c23)cc1	9	-38	-166	-146	2	-4	17	-3	-4	17	·
Cc1ccc(C(=O)N/N=C\c2ccc([N+](=O)[O-])s2)cn1	8	-10	63*	27	-1	-5	33	-7	-8	20	109*
O=C(CCCn1c(SCC(=O)NCC2CCCO2)nc2ccccc2c1=O)NCC1CCCO1 (configuration not stated)	-1	-25	16	-3	9	-26	-11	10	-2	-6	8
CC(C)c1ccc2oc(=O)cc(CN3CCN(c4ccc(F)cc4)CC3)c2c1	11	-12	20	6	11	-23	-6	-1	3	7	-12
COc1ccc(OC)c(/C=N/Nc2nncn2/N=C/c2cc(OC)ccc2OC)c1	5	-16	-41	2	-16	8	-14	-7	-1	22	5
O=C(CNC(=O)c1cccc(Br)c1)NCCc1nc2ccccc2[nH]1	7	4	4	11	5	8	-6	1	2	4	0
COc1ccc(S(=O)(=O)N(CC(=O)NC2CC2)c2ccc(C)cc2)cc1OC	2	-14	15	10	7	-4	18	-1	4	-13	-11
Cc1ccc(-n2c(C)nc3ncnc(-c4ccccc4)c32)cc1	0	-12	21	26	8	-6	-1	1	-1	-2	13
CC(=O)N/C(=C\c1ccccc1)C(=O)NCc1ccc2c(c1)OCO2	8	13	10	3	-1	-7	-3	1	-2	7	11
CCCCc1cc(=O)oc2cc(OCC(=O)NCCN3CCOCC3)c(Cl)cc12	-38	-10	11	8	5	11	-4	-12	-1	-15	3
C=CCSc1nc(C)c(CC=C)c(=O)[nH]1	4	-18	0	10	-40	-7	-6	1	3	-12	6
O=C(NC(c1ccccc1)C(Cl)Cl)c1ccccc1 (configuration not stated)	20	-16	20	11	7	11	-3	6	0	18	-8
O=C(Nc1cccc(S(=O)(=O)N2CCOCC2)c1)c1cc(=O)[nH]c2ccccc12	-10	6	7	1	9	8	-19	20	·	12	-2
C=CCc1ccc(OCCCOc2ccc(C)cc2OC)c(OC)c1	7	-1	-35	-8	17	-29	-8	1	-3	2	1
O=C1CC(=O)Nc2cc(S(=O)(=O)Nc3ccc(Cl)c(C(F)(F)F)c3)ccc2N1	-12	-13	10	6	1	-13	-13	11	-3	-6	-6
CCCNC(=O)c1ccccc1NC(=O)c1ccc(CSc2ccccc2)cc1	16	4	-29	-13	-5	-21	2	-9	1	-22	-18
O=C(O)COc1ccccc1/C=C1\SC(=O)N(Cc2ccc(F)cc2)C1=O	-19	12	8	1	10	-27	2	-1	6	-16	-3

Copied from the list:
CCCNC(=O)c1ccccc1NC(=O)c1ccc(CSc2ccccc2)cc1 – KKLEB tox: -9
CCCCc1cc(=O)oc2cc(OCC(=O)NCCN3CCOCC3)c(Cl)cc12 – TROY NFkB inh: 11

Other structures
SMILES	CF NFkB inh	NR2E3 ag-1	HIF-2a inh	Peg3 prom inh	Shn3 inh set2	TROY NFkB inh	C8 TRAIL sens	KKLEB tox	NR2E3 ag-2	TWEAK-Fn14 inh	MITF TRPM1 inh
COc1cc(C(=O)OCc2cccc(S(=O)(=O)N3CCOCC3)c2)ccc1OCC(C)C	16	29	-4	22	23	-8	-6	-16	1	1	-4
Cc1ccccc1CN1CCN(CC(=O)NCCCN2CCN(c3ccc(F)cc3)CC2)C1=O	-8	15	2	20	58	10	5	3	4	20	7
CC(C)C(O)(C#CCN1CCCCC1)c1ccccc1 (configuration not stated)	-1	-18	-7	7	0	7	-15	8	-2	9	-6
CCCCn1c(N2CCC(Cc3ccccc3)CC2)nc2c1c(=O)[nH]c(=O)n2C	27	33	5	44	12	22	3	-24	1	31	-1
CCOC(=O)c1sc(NC(=O)c2c(OC)cccc2OC)nc1C	-21	9	19	5	4	·	2	3	0	5	-5
COc1ccccc1N1CCN(C(=O)COc2ccc(Cl)cc2)CC1	14	-27	9	15	18	13	-12	1	4	9	0
O=C(CNC(=O)c1ccc(F)cc1)N/N=C/c1cn[nH]c1-c1ccccc1	-15	23	16	16	4	4	-2	6	4	0	-4
CCC(CC)C(=O)N(C)c1c(C)nc2c(OCCC3CCCCC3)cccn12	6	17	12	30	30	2	0	-14	·	-8	·
COc1ccc(-c2csc(C(O)c3ccc(F)c(OC)c3)n2)cc1 (configuration not stated)	-6	44	-16	8	46	17	25	-11	·	-12	·
Cc1[nH]n(-c2ccccc2)c(=O)c1C=Nc1cccc2cccnc12	5	6	-30	-14	47	-4	49	10	-5	-37	42
Cc1ccc2nc(N3C(=O)C(O)=C(C(=O)c4ccco4)C3c3ccc(C)o3)sc2c1 (configuration not stated)	9	-39	-179	-132	-59	-41	-6	8	3	19	-9
CCc1noc(C)c1C(=O)N(C)CC(=O)Nc1ccc(OC)cc1	11	0	-2	-9	-5	-6	3	9	-2	5	-2
COc1ccc(/C=C(\C#N)c2n[nH]c(Cn3cncn3)n2)cc1	-8	-27	11	16	10	18	28	4	5	-11	0
O=C(CSc1ccccc1Cl)N1CCC(c2nc3ccccc3s2)CC1	-9	35	-5	15	19	35	-4	6	-1	24	8

Some of the compounds tested; count on the stated rates, not on these rows.
